Growth percent in the NCI-60 one-dose screen (48 h, 10 µM unless noted): 100 = growth as untreated, 0 = no growth, -100 = all killed.
SW-620 – SW-620 colon cancer; AID 1794795; actives 5.2% (n = 82,000)
SNB-75 – SNB-75 CNS cancer. actives 5% (n = 79,000)
A498 – A498 renal cancer cells | actives 5.4% (n = 76,000)
HCC-2998 – HCC-2998 colon cancer. actives 4.7% (n = 79,000). AID 1794799
HCT-15 – HCT-15 colon cancer; actives 5.2% (n = 82,000); AID 1794746
COLO 205 – COLO 205 colon cancer; actives 7.3% (n = 79,000)
KM12 – KM12 colon cancer cells | actives 5% (n = 82,000) | AID 1794800
HT29 – HT29 colon cancer; actives 7.4% (n = 81,000)
HCT-116 – HCT-116 colon cancer. actives 7.3% (n = 82,000)
Starred values were filed as active, the others as inactive; . = no result given. How the source made its calls: active means growth percent below 10; inactive means the rest.

SMILES | SW-620 | SNB-75 | A498 | HCC-2998 | HCT-15 | COLO 205 | KM12 | HT29 | HCT-116
Cc1nc2cc(Nc3nc(Nc4ccc(F)cc4)nc(Nc4c(F)cccc4F)n3)ccc2n1Cc1ccccc1 | 104 | 83 | 89 | 107 | 102 | 107 | 95 | 106 | 84
C=CCSc1nnc(COc2ccc(CNC(=O)CCCC/C=C/C(C)C)cc2OC)o1 | 96 | 84 | 94 | 112 | 95 | 111 | 104 | 110 | 98
N=C(N)c1ccc(-c2ccc(-c3ccco3)o2)cc1F | -11* | 41 | 12 | -75* | -41* | -93* | 4.9* | -2.6* | -21*
CCN(CC)c1ccc(C=O)c(OCc2cn(CC(=O)Nc3ccc(F)cc3)nn2)c1 | 115 | 121 | 100 | 111 | 86 | 120 | 98 | 108 | 95
Fc1cc2c(cc1Cl)N(c1ncnc3ccc(-c4ccc5n[nH]nc5c4)cc13)CC2 | 97 | 22 | -2.8* | 92 | 96 | 109 | 98 | 95 | 97
COc1cc(C)cc2oc3oc(=O)c(-c4csc(-c5ccccc5)n4)cc3c(=O)c12 | 107 | 109 | 103 | 106 | 112 | 121 | 103 | 114 | 105
O=C(CNc1ccc(S(=O)(=O)Nc2ncccn2)cc1)Nn1c(COc2ccccc2)nc2ccccc2c1=O | 94 | 46 | 104 | 109 | 91 | 103 | 111 | 88 | 80
COc1cc(OCc2cccc(-c3ccccc3)c2C)cc(OC)c1CN1CCCC[C@H]1C(=O)O | 96 | 82 | 89 | 105 | 93 | 106 | 102 | 101 | 96
O=C1CCSC(=S)N1CCc1ccccc1 | 101 | 93 | 104 | 107 | 98 | 126 | 96 | 104 | 104
Cc1nn(-c2ccccc2)c2nc3c(cc12)C(=O)CCC3 | 103 | 93 | 87 | 111 | 94 | 102 | 104 | 92 | .
COc1ccc(/C(C)=N/N=C2C(=O)N(C)c3ccc(Br)cc32)cc1S(N)(=O)=O | 86 | 6.6* | 100 | 98 | 75 | 102 | 98 | 101 | 74
Nn1c(SCC(=O)Nc2cccc(Br)c2)nnc1-c1ccc(NC(=O)c2cccnc2)cc1 | 104 | 79 | 77 | 121 | 101 | 111 | 103 | 112 | 100
CN1CCN(c2nc(Cl)nc3c2ncn3CCCNc2ccnc3cc(Cl)ccc23)CC1 | 103 | 85 | 86 | 92 | 94 | 79 | 97 | 80 | 69
Nc1ccn([C@@H]2O[C@H](COP(=O)(O)O[C@@H]3C[C@H](n4cc(F)c(=O)[nH]c4=O)O[C@@H]3COP(=O)(O)O[C@@H]3C[C@H](n4cc(F)c(=O)[nH]c4=O)O[C@@H]3COP(=O)(O)O[C@@H]3C[C@H](n4cc(F)c(=O)[nH]c4=O)O[C@@H]3COP(=O)(O)O[C@@H]3C[C@H](n4cc(F)c(=O)[nH]c4=O)O[C@@H]3COP(=O)(O)O[C@@H]3C[C@H](n4cc(F)c(=O)[nH]c4=O)O[C@@H]3COP(=O)(O)O[C@@H]3C[C@H](n4cc(F)c(=O)[nH]c4=O)O[C@@H]3COP(=O)(O)O[C@@H]3C[C@H](n4cc(F)c(=O)[nH]c4=O)O[C@@H]3COP(=O)(O)O[C@@H]3C[C@H](n4cc(F)c(=O)[nH]c4=O)O[C@@H]3COP(=O)(O)O[C@@H]3C[C@H](n4cc(F)c(=O)[nH]c4=O)O[C@@H]3COP(=O)(O)O[C@@H]3C[C@H](n4cc(F)c(=O)[nH]c4=O)O[C@@H]3COP(=O)(O)OCCOCCOCCOCCOCCOCCO)[C@H](O)C2O)c(=O)n1 (some centres not stated) | 58 | 86 | 46 | 50 | 45 | 37 | 47 | 47 | 20
COc1cccc(OC(C)(C)Cc2ccccc2)c1 | 100 | 88 | 83 | 106 | . | 126 | 105 | 110 | 109
O/N=C/c1cc[n+](CCC[n+]2ccc(/C=N/O)cc2)cc1 | 113 | 79 | 102 | 122 | 104 | 114 | 107 | 103 | 116
Clc1ccc(-c2csc(NN=C(c3ccccc3)c3ccccc3)n2)cc1 | 96 | 100 | 91 | 106 | 63 | 97 | 88 | 89 | 76
Nc1cccc(OCc2cccc([N+](=O)[O-])c2)c1 | 98 | 88 | 39 | 95 | 99 | 123 | 85 | 97 | 99
C=C(C)[C@H]1C2=CC(C(=O)OC)=C(C[C@H](C(=C)C)[C@@H]3OC(=O)[C@]4(O[C@H]4[C@@H]1O)[C@@H]3N(C)C)O2 | 104 | 98 | 100 | 93 | 98 | 114 | 101 | 108 | 104
O=C(NCCC1CNC2CCCCC12)C1CCN(C(=O)C2CCC(Cl)CC2)CC1 (configuration not stated) | 97 | 85 | 99 | 99 | 101 | 102 | 102 | 98 | 98
CCOC(=O)c1cnc2c(-c3cccc(Br)c3)cnn2c1 | 97 | 62 | 108 | 106 | 93 | 100 | 88 | 97 | 92
CC(C)CCn1cnc2c(SCC(=O)O)nc(N)nc21 | 98 | 103 | 103 | 108 | 104 | 115 | 104 | 106 | 105
Oc1cccc(-c2nn(-c3ccccc3)cc2-c2ccnc(N3CCOCC3)c2)c1 | 109 | 81 | 83 | 91 | 88 | 96 | 87 | 88 | 85
CC(C)(C)c1cc(N(C(=O)c2cnco2)C2CCCC2)cc(C(C)(C)C)c1O | 50 | 77 | 82 | 69 | 51 | 42 | 44 | 32 | 58
COc1ccc(-c2[nH]c3ncc(-c4ccc(OC)cc4)n3c(=O)c2C#N)cc1 | 98 | 85 | 89 | 90 | 94 | 111 | 98 | 105 | 96
Remaining list, next part:
SMILES | SW-620 | SNB-75 | A498 | HCC-2998 | HCT-15 | COLO 205 | KM12 | HT29 | HCT-116
C/C(=N/NS(=O)(=O)c1ccc([N+](=O)[O-])cc1)c1ccc(C)cc1 | 107 | 91 | 112 | . | 115 | 115 | 108 | 117 | 103
CCOC(=O)C1=C(N)N(c2ccc(C)cc2)C2=C(C(=O)CC(C)(C)C2)C1c1ccccc1Cl (configuration not stated) | 81 | 72 | 122 | 102 | 70 | 82 | 100 | 71 | 84
COCC1OC(OC)C(OC)C(OC)C1OC (configuration not stated) | 103 | 88 | 102 | 96 | 103 | 98 | 105 | 92 | 95
CC(SC(C)C(=O)N/N=C/c1cccc(Cl)c1)C(=O)N/N=C\c1cccc(Cl)c1 (configuration not stated) | 28 | 84 | 102 | 96 | 87 | 75 | 72 | 79 | 2.4*
CC(C(=O)O)N1C(=NCC(=O)c2ccccc2)NNC1(C)c1ccccc1O (configuration not stated) | 101 | 101 | 91 | 114 | 88 | 91 | 92 | 97 | 91
C=CCCCCOc1ccccc1-c1cnc(OCCCCC=C)n1C | 31 | 82 | 51 | 61 | 52 | 46 | 38 | 18 | 61
COc1ccc2c(C)cc(=O)sc2c1 | 106 | 102 | 96 | 112 | 99 | 114 | 101 | 104 | 100
COc1ccccc1N=Nc1sc(=O)[nH]c1S | 106 | . | 104 | 107 | 94 | 118 | 98 | 108 | 91
O=c1[nH]c(=O)n(C2CC(O)C(CO)O2)cc1NCc1ccccc1 (configuration not stated) | 99 | 97 | 99 | 146 | 115 | 103 | 100 | 97 | 98
CCOC(=O)/C(=C/c1ccccc1)C(=O)c1ccccc1 | 71 | 50 | 88 | . | 52 | 95 | 67 | 84 | 39
Cn1cc(-c2cc(N)n3nc(-c4c[nH]c5ccc(F)cc45)cc3n2)c2cccnc21 | -66* | -48* | -75* | -100* | -52* | -79* | -66* | -70* | -91*
O=C1COCCN1c1ccc(Nc2nc(Cl)nc(N3CCOCC3)n2)cc1 | 105 | 90 | 74 | 89 | 92 | 102 | 94 | 89 | 101
Cc1nn(-c2ccccc2)c2ncn(CC(=O)Nc3ccc(C(=O)N[C@@H](CCC(=O)O)C(=O)O)cc3)c(=O)c12 | . | 85 | 95 | 100 | 99 | 100 | 102 | 101 | 106
O=C(c1cccc(C(=O)c2ccc3c4c(cccc24)C(=O)N(c2ccccc2)C3=O)c1)c1ccc2c3c(cccc13)C(=O)N(c1ccccc1)C2=O | 104 | 93 | 87 | 114 | 101 | 102 | 98 | 106 | 94
O=C(/C=C/c1cn(-c2ccccc2)nc1-c1ccc(OCc2ccccc2)cc1)c1ccc(OCc2ccccc2)cc1 | 103 | 103 | 81 | 97 | 106 | 126 | 102 | 100 | 106
Cc1coc(NS(=O)(=O)c2ccc(N=Nc3c(N)nc(N)[nH]c3=O)cc2)c1C | 100 | 93 | 90 | 118 | 104 | 106 | 103 | 112 | 109
O=CN1CCCCC1 | 102 | 94 | 84 | 105 | 106 | 136 | 100 | 108 | 104
COc1ccc2[nH]c(C(=O)N3CCN(C(=O)OCc4ccc5c(Br)cc(Br)c(O)c5n4)CC3)cc2c1 | -70* | -98* | -97* | -91* | -72* | -83* | -60* | -68* | -87*
CC(=O)C1=CC=C(c2cc3cc(Br)ccc3oc2=O)NC1C (configuration not stated) | 90 | . | 143 | 120 | 83 | 104 | 84 | 85 | 92
CCNC(=O)COc1ccccc1/C=N/N1C(=S)NC2C1N(C)C(=O)N2C (configuration not stated) | 92 | 92 | 92 | 98 | 101 | 104 | 100 | 101 | 93
CCOC(=O)CNC1=C(Cl)C(=O)N(Cc2ccc(Cl)cc2)C1=O | 100 | 98 | 90 | 103 | 110 | 118 | 110 | 105 | 102
COC(=O)c1ccc2c(c1)nc(-c1ccc(Cl)cc1)n2-c1ccc(Cl)cc1 | 100 | 109 | 89 | . | 84 | 103 | 94 | 83 | 79
OCc1nc2ccccc2[nH]1 | 105 | 78 | 102 | 106 | 110 | 98 | 105 | 96 | 92
COC(=O)CC1SC(c2cccc(F)c2)N(c2nnc(COc3ccc(F)cc3)s2)C1=O (configuration not stated) | 111 | 97 | 119 | 123 | 105 | . | 117 | 122 | 109
CN(N)c1cn[nH]c(=O)c1Cl | 100 | 91 | 97 | 103 | 119 | 107 | 103 | 102 | 102

Nothing new here: 11 of the compounds above.
SMILES | SW-620 | SNB-75 | A498 | HCC-2998 | HCT-15 | COLO 205 | KM12 | HT29 | HCT-116
C/C(=N/NS(=O)(=O)c1ccc([N+](=O)[O-])cc1)c1ccc(C)cc1 | 107 | 91 | 112 | . | 115 | 115 | 108 | 117 | 103
CCOC(=O)C1=C(N)N(c2ccc(C)cc2)C2=C(C(=O)CC(C)(C)C2)C1c1ccccc1Cl (configuration not stated) | 81 | 72 | 122 | 102 | 70 | 82 | 100 | 71 | 84
COCC1OC(OC)C(OC)C(OC)C1OC (configuration not stated) | 103 | 88 | 102 | 96 | 103 | 98 | 105 | 92 | 95
CC(SC(C)C(=O)N/N=C/c1cccc(Cl)c1)C(=O)N/N=C\c1cccc(Cl)c1 (configuration not stated) | 28 | 84 | 102 | 96 | 87 | 75 | 72 | 79 | 2.4*
CC(C(=O)O)N1C(=NCC(=O)c2ccccc2)NNC1(C)c1ccccc1O (configuration not stated) | 101 | 101 | 91 | 114 | 88 | 91 | 92 | 97 | 91
C=CCCCCOc1ccccc1-c1cnc(OCCCCC=C)n1C | 31 | 82 | 51 | 61 | 52 | 46 | 38 | 18 | 61
COc1ccc2c(C)cc(=O)sc2c1 | 106 | 102 | 96 | 112 | 99 | 114 | 101 | 104 | 100
COc1ccccc1N=Nc1sc(=O)[nH]c1S | 106 | . | 104 | 107 | 94 | 118 | 98 | 108 | 91
O=c1[nH]c(=O)n(C2CC(O)C(CO)O2)cc1NCc1ccccc1 (configuration not stated) | 99 | 97 | 99 | 146 | 115 | 103 | 100 | 97 | 98
CCOC(=O)/C(=C/c1ccccc1)C(=O)c1ccccc1 | 71 | 50 | 88 | . | 52 | 95 | 67 | 84 | 39
Cn1cc(-c2cc(N)n3nc(-c4c[nH]c5ccc(F)cc45)cc3n2)c2cccnc21 | -66* | -48* | -75* | -100* | -52* | -79* | -66* | -70* | -91*

Carrying on.
SMILES | SW-620 | SNB-75 | A498 | HCC-2998 | HCT-15 | COLO 205 | KM12 | HT29 | HCT-116
COc1cc(C2CC(c3cccc(Nc4ccnc5cc(Cl)ccc45)c3)=NN2C=O)cc(OC)c1OC (configuration not stated) | 13 | -27* | -16* | 37 | 28 | -23* | 9.5* | -54* | 7.4*
COc1ccc(OC)c(Cn2cc3c(c2-c2ccccc2)CCCc2cnoc2-3)c1 | 93 | 105 | 93 | 113 | 98 | 102 | 100 | 98 | 86
C=CC1=NC(C)(C)CC(C)O1 (configuration not stated) | 104 | 72 | 98 | 110 | 99 | 116 | 109 | 106 | 107
COc1ccccc1CNC(=O)C1c2ccccc2C(=O)N(CC(C)C)C1c1cccs1 (configuration not stated) | 79 | 67 | 42 | 48 | 31 | 46 | 33 | 12 | 60
C/C(=C\CCc1ccoc1)CC/C=C(\C)CCCc1ccoc1 | 103 | 91 | 83 | 105 | 99 | 105 | 102 | 118 | 103
O=S(=O)(Nc1ccc(C(F)(F)F)cc1)c1ccc(-c2cnc(C3CC3)o2)cc1 | 90 | 83 | . | 111 | 95 | . | 96 | 111 | 100
CCC(C(=O)O)(C(=O)O)c1ccccc1 | 113 | 105 | 106 | 111 | 122 | 111 | 115 | 110 | 113

Assay outcomes deposited in PubChem by NCI.
